High-throughput results (PubChem BioAssay)
GLP1R inv ag: acts as inverse agonist at human GLP-1 receptor; HEK293 GLP-1R CRE-luciferase, luminescence, 24 h; GLP-1R form is constitutively active; Potency, µM (doses to about 38.3 µM), for inactives: at the highest dose activity change, negative = inhibition, usual class: inhibitors; 410,000 compounds, 1.6% hits; also: potency is read from the fitted curve at half-maximal effect; % is scaled to controls: 0 for no effect and ±100 for the full control effect; nearly all actives have a fitted effect of over 55% in size
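Inverse agonism was detected as reduced cAMP-driven luciferase luminescence after 24 h compound treatment. The cells were HEK293 clones expressing constitutively active human GLP-1R with the reporter. Reporter-only and GPR119 cell lines served as counterscreen controls.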
GLP1R ag: GLP-1 receptor (human) agonism; P43220; HEK293 GLP-1R CRE-luciferase, luminescence, 4-6 h; cells express a hypersensitive GLP-1R form; Potency, µM (titrated, usually from 45.6 µM), without a hit: top-dose activation, most hits filed as activators; 380,000 compounds, 0.007% hits; also: potency is read from the fitted curve at half-maximal effect; % of control where 0% means no effect
IL2 activator: activates IL-2 in a cell-based reporter assay; IL-2 activation reporter assay, cell-based qHTS; stimulated with anti-CD3/CD4/CD28 beads; in transgenic mouse T cells; 360,000 compounds, 0.065% hits; activation, % (series mostly up to about 46 µM); in the data active = activation above about 50%; inconclusive = mostly about 30% to 49%; also: 0% is about no effect
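EGFP and DsRed fluorescence is measured by plate cytometry in unstimulated transgenic mouse T cells exposed to compound for 60 minutes, then stimulated 18 hours at 37 degrees C with anti-CD3/anti-CD4 beads plus anti-CD28.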
PI5P4K alpha inh: PI5P4K alpha (human) kinase inhibition. PI5P4Kalpha enzyme, ADP-Glo luminescence, 60 min; active compounds read low. max response, %. 330,000 compounds, 1.2% hits. AID 652105; active = max response of -50% or lower; inconclusive = between -30% and -50%; inactive = -30% or higher; also: value at the top dose of about 77 µM; % is scaled to controls: 0 for no effect and ±100 for the full control effect
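Reactions run in 0.038 M HEPES pH 7.4, 0.28 mM EGTA, 0.1% CHAPS and 5% DMSO, with PI5P4Kalpha, substrate, compound and 5 microM ATP final, one hour at room temperature. Readout is ADP-Glo luminescence.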
EPAC1 ag: agonists of human EPAC1 | O95398 | EPAC1 agonist qHTS, biochemical assay; response scale: 100% = response to 6.5 mM cAMP | Potency, µM (highest dose often 154 µM), without a hit: at the highest dose activation, usual class: activators | 360,000 compounds, 0.073% hits | AID 720707; also: potency is read from the fitted curve at half-maximal effect; nearly all actives have a fitted effect of over 60% in size
Target sequence (O95398 whole entry, looked up): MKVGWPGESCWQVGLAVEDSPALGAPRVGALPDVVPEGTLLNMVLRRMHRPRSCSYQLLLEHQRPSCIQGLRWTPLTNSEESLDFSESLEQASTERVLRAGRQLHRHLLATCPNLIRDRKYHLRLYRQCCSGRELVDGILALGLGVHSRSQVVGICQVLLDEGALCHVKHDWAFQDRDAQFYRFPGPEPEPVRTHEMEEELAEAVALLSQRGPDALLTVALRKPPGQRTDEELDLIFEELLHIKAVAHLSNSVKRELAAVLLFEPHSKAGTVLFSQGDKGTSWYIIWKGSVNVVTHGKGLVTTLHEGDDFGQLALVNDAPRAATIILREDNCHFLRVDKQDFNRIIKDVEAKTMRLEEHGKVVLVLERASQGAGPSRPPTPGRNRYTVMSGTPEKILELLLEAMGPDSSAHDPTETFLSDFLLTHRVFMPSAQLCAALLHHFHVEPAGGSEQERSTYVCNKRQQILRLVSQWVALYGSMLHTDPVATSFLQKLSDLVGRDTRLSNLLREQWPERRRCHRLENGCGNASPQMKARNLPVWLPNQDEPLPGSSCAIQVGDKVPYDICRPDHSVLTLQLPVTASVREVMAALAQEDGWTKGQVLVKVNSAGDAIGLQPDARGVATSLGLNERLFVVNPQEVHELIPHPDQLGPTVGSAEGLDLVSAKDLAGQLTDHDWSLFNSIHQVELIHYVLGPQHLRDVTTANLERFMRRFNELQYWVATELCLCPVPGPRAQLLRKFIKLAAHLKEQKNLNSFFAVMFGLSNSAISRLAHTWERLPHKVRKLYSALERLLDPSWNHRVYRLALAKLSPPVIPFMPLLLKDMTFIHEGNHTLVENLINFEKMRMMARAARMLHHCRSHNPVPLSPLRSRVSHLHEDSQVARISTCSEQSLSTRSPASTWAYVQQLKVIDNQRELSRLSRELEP
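Normalized to 6.5 mM cAMP, activity reflects EPAC1-catalysed release of BODIPY-GDP from Rap1B, followed kinetically over 30 min at 480 nm excitation, 540 nm emission. Reaction contained 100 nM EPAC1, 250 nM Rap1B-BODIPY-GDP, 50 uM GDP.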
EPAC1 antagonist: antagonists of human EPAC1; AID 720709; Potency, µM (series often up to 115 µM), for the others: at the top dose activity change, negative = inhibition, most hits filed as inhibitors; O95398; 360,000 compounds, 0.14% hits; EPAC1 GEF assay, Rap1b-BODIPY-GDP exchange fluorescence;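 also: potency is read from the fitted curve at half-maximal effect; plate controls were vehicle for no effect and positive control for full effect; nearly all actives have a fitted effect of over 50% in size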
GLP1R cytotox: cytotoxicity in counter-screen for GLP-1R inverse agonists | 410,000 compounds, 0.13% hits | HEK293 cAMP-luciferase reporter cells, luminescence, 24 h | Potency, µM (highest dose often 38.3 µM), without a hit: at the highest dose activity change, negative = inhibition, most hits filed as inhibitors;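 also: loss of luciferase light is scored as toxicity; potency is read from the fitted curve at half-maximal effect; % is scaled to controls: 0 for no effect and ±100 for the full control effect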
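Cells in DMEM/10% Nu serum/1% pen-strep, 1536-well format. Pre-incubated 12 h, dosed with 23 nL compound, incubated a further 24 h. Luciferase detection, 12 min at room temp, luminescence.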
PTHR1 ag: agonists of human PTHR1 parathyroid hormone receptor; HEK293 GP2 PTHR1 cells, GloSensor cAMP luminescence, 1 h; 410,000 compounds, 0.075% hits; Q03431; Potency, µM (doses to about 115 µM), for inactives: at the highest dose activation, hits mostly activators; also: potency is read from the fitted curve at half-maximal effect; nearly all actives have a fitted effect of over 55% in size; some results filed as inactive show a strong effect at the top dose; inactives centre near -15; many of its hits are not listed in these tables
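HEK-293-derived GP2 cells expressing PTHR1 and a GloSensor cAMP reporter, 3,000/well, plated overnight, given luciferin plus IBMX (each 0.5 mM as added) for 1 h at 37 °C, then compound for 1 h at 37 °C. Luminescence was read after 15 min at room temperature.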
PLK1 PBD inh: PLK1 (human) polo-box domain binding inhibition; P53350; Plk1 PBD binding of FITC phosphopeptide, fluorescence polarization; Potency, µM, for inactives: max response, negative = inhibition, hits mostly inhibitors; 360,000 compounds, 2.8% hits; AID 720504; also: potency is read from the fitted curve at half-maximal effect; series mostly up to about 57 µM; % is scaled to controls: 0 for no effect and ±100 for the full control effect; nearly all actives have a fitted effect of over 65% in size
The depositor's hits bear a star; i = inactive; ? = inconclusive; . = no result given; [ ] = dose if it differs, or a comment. Unless noted, calls follow the shape of the dose curve; as a rule, active = well fitted curve in the direction sought with a large enough effect; inconclusive = small, poorly fitted or top-dose-only effect, or another doubt; inactive = no such curve, though single readings can be large; an effect the other way counts as inactive or inconclusive.

SMILES	GLP1R inv ag	GLP1R ag	IL2 activator	PI5P4K alpha inh	EPAC1 ag	EPAC1 antagonist	GLP1R cytotox	PTHR1 ag	PLK1 PBD inh
O=S(=O)(NC1CC1)c1ccc(S(=O)(=O)N2CCC3(CC2)OCCO3)cc1	-2%	1%	0.1	2	2%	-4%	-4%	i	?
COc1ccc(OC)c(NC(=O)C2CCCN(S(=O)(=O)c3cccc4cccnc34)C2)c1 (configuration not stated)	-17%	15%	-2.4	-1	1%	-6%	-18%	-59%[inhibitor]	-15%
Cc1cccc(NC2CNC(=O)NC2=O)c1 (configuration not stated)	7%	20%	0.1	-2	8%	12%	6%	i	-8%
CC(C)(C)OC(=O)N1Cc2ccccc2C[C@H]1C(=O)N1CCC[C@H]1C(=O)O	2%	-3%	-0.4	6	2%	6%	-2%	i	-5%
Cc1cccc2c1-c1sc(C(=O)NCCCN3CCN(c4cccc(Cl)c4)CC3)cc1CO2	-22%	-7%	.	.	.	.	1%	-26%	.
NC(=O)Cn1cc(/C=N\NS(=O)(=O)c2ccc(F)cc2)c2ccccc21	-16%	-8%	1.3	3	22%	-2%	-8%	-5%	-12%
CCOC(=O)c1sc(=S)n(-c2ccccc2)c1C	17%	28%	0.2	-4	6%	7%	1%	i	-10%
CCCCCC(C)n1[nH]c(=O)cc1N (configuration not stated)	1%	7%	1.1	16	13%	-21%	5%	-22%[57.5 µM]	-7%
O=C(CSc1ccc2c(c1)OCCO2)Nc1cccc(S(=O)(=O)N2CCCCC2)c1	16%	-16%	0.2	5	0%	-16%	-19%	i	-4%
C[C@H]1CN(Cc2ccccc2)C(=O)[C@@H]1CC(=O)Nc1ccccc1	-26%	-4%	1.5	0	-2%	-9%	6%	-23%	-6%
O=C(CN1c2ccccc2Sc2ccccc21)NNC(=S)Nc1ccc(Cl)cc1Cl	-3%	-30%	-3.2	5	1%	3%	0%	-28%	-8%
COc1ccccc1C/C(N)=N/OC(=O)COc1cccc(C)c1C	?	7%	-2.1	-3	-2%	3%	-6%	-8%	-12%
CCOC(=O)COc1cc(OCC(=O)OCC)c2c(=O)cc(-c3ccccc3)oc2c1	-2%	16%	-1.8	.	1%	1%	-13%	-2%	-2%
O=Cc1c(OCc2ccccc2)ccc2ccccc12	?	21%	-4.2	-7	11%	-4%	0%	-8%	17µM*
COC(=O)c1ccc(OC(=O)c2cccnc2SC)cc1	-9%	10%	2.1	1	5%	-20%	2%	i	-3%
Cc1ccc(C)c(NS(=O)(=O)c2cc(C(=O)Nc3ccccc3-c3ccccc3)ccc2Cl)c1	?	7%	-3.0	.	19%	-6%	55%[activator]	i	-8%
O=C(NCC1CCCO1)c1cc(S(=O)(=O)N2CCCC2)c(Cl)cc1Cl (configuration not stated)	-6%	5%	-0.1	-1	-15%	4%	3%	i	-4%
Cc1cccc(NC(=S)N(C)Cc2cn(C)c3ccccc23)c1	?	-3%	-4.0	-7	14%	3%	-16%	-16%	-4%
O=C(c1c(Cl)nc2sccn12)N(C(=O)c1c(Cl)nc2sccn12)c1ccc(Cl)cn1	11%	-1%	-1.9	.	16%	-2%	-6%	-11%	1%
CN(C)CCn1c2c(c(SCC(=O)Nc3cccc(C(F)(F)F)c3)nc1=O)CCCC2	10µM*	7%	-5.4	14	-4%	-19%	-7%	-9%	1%
Cc1csc(NC(=O)CSc2nnc(-c3ccoc3C)n2Cc2ccco2)n1	?	5%	0.0	-6	4%	-8%	10%	-39%[inhibitor]	-16%
CC(C)(C)S(=O)(=O)c1cnc2c(-c3ccsc3)cnn2c1N	9%	5%	-1.7	3	0%	-12%	-1%	-23%	-2%
O=[N+]([O-])c1ccc(/C=C/C2=NN(c3ccccc3)C(c3ccco3)C2)cc1 (configuration not stated)	10%	7%	5.9	-1	-14%	-16%	177%[activator]	-12%	15%
O=C1C=CCC(/C=C/c2ccccc2)O1 (configuration not stated)	2.5µM*	5%	-0.6	-8	-15%	2%	-15%	i	-2%
O=c1oc(-c2ccccc2)c(-c2ccccc2)c2ccccc12	?	16%	0.3	0	4%	-19%	-14%	30%	-5%

Complete entries from above:
Entry for CCOC(=O)COc1cc(OCC(=O)OCC)c2c(=O)cc(-c3ccccc3)oc2c1 → GLP1R inv ag = -2%; GLP1R ag = 16%; IL2 activator = -1.8; PI5P4K alpha inh = .; EPAC1 ag = 1%; EPAC1 antagonist = 1%; GLP1R cytotox = -13%; PTHR1 ag = -2%; PLK1 PBD inh = -2%
Entry for CC(C)(C)OC(=O)N1Cc2ccccc2C[C@H]1C(=O)N1CCC[C@H]1C(=O)O → GLP1R inv ag = 2%; GLP1R ag = -3%; IL2 activator = -0.4; PI5P4K alpha inh = 6; EPAC1 ag = 2%; EPAC1 antagonist = 6%; GLP1R cytotox = -2%; PTHR1 ag = i; PLK1 PBD inh = -5%

Part of the list above, bar-delimited:
SMILES | GLP1R inv ag | GLP1R ag | IL2 activator | PI5P4K alpha inh | EPAC1 ag | EPAC1 antagonist | GLP1R cytotox | PTHR1 ag | PLK1 PBD inh
C[C@H]1CN(Cc2ccccc2)C(=O)[C@@H]1CC(=O)Nc1ccccc1 | -26% | -4% | 1.5 | 0 | -2% | -9% | 6% | -23% | -6%
O=C(CN1c2ccccc2Sc2ccccc21)NNC(=S)Nc1ccc(Cl)cc1Cl | -3% | -30% | -3.2 | 5 | 1% | 3% | 0% | -28% | -8%

3 entries from above, sorted by length of the SMILES, rising.
SMILES	GLP1R inv ag	GLP1R ag	IL2 activator	PI5P4K alpha inh	EPAC1 ag	EPAC1 antagonist	GLP1R cytotox	PTHR1 ag	PLK1 PBD inh
CCOC(=O)c1sc(=S)n(-c2ccccc2)c1C	17%	28%	0.2	-4	6%	7%	1%	i	-10%
COc1ccccc1C/C(N)=N/OC(=O)COc1cccc(C)c1C	?	7%	-2.1	-3	-2%	3%	-6%	-8%	-12%
NC(=O)Cn1cc(/C=N\NS(=O)(=O)c2ccc(F)cc2)c2ccccc21	-16%	-8%	1.3	3	22%	-2%	-8%	-5%	-12%

The listing continues.
SMILES	GLP1R inv ag	GLP1R ag	IL2 activator	PI5P4K alpha inh	EPAC1 ag	EPAC1 antagonist	GLP1R cytotox	PTHR1 ag	PLK1 PBD inh
CCOC(=O)c1[nH]c2ccc(F)cc2c1NC(=O)CCN1CCSCC1	-4%	2%	0.2	-9	9%	-2%	7%	i	-11%
Cc1cc(C(=O)c2ccc3ccccc3c2)c(C)o1	?	-4%	0.2	5	5%	5%	-7%	i	?
COCC(=O)Nc1nc2n(n1)C(c1ccc(Cl)cc1)CC(c1ccc(OC)cc1)N2 (configuration not stated)	?	-8%	0.0	-9	5%	-9%	.	-3%[57.5 µM]	-24%
O=C1c2cccc3cc([N+](=O)[O-])cc(c23)C(=O)N1/N=C/c1ccc(O)cc1O	-5%	4%	2.0	?	5%	79µM*	3%	i	-25%
O=C(CC1SC(=Nc2ccccc2)N(CCCCO)C1=O)NCc1ccccc1 (configuration not stated)	-24%	4%	0.0	2	0%	0%	-15%	i	0%
Cc1ccc(-c2c3c(nc4sc(C(N)=O)c(N)c24)CCCC3)o1	36%[activator]	14%	-0.1	2	4%	?	131%[activator]	-33%[inhibitor]	?
COCc1nnc(NC(=O)CS(=O)(=O)c2ccc(C)cc2)s1	7%	1%	-0.4	-4	-9%	-11%	-11%	i	-11%
CCCN(CCC(=O)Nc1cc(OC)cc(OC)c1)CC1CC1	-16%	-1%	3.7	9	6%	-8%	0%	i	-1%
Fc1ccc(CNC(=S)Nc2ccc(Cl)cc2Cl)cc1	?	0%	-2.0	0	-4%	-2%	-5%	-19%	-11%
CN(C)/C=C/C(=O)/C=C/c1ccc(Cl)cc1	?	17%	-0.2	-16	2%	-21%	?	-15%	-17%
COc1ccc(C)cc1NC(=O)C(Sc1nnc2ccccn12)c1ccccc1 (configuration not stated)	13%	-2%	-3.4	-2	-4%	0%	13%	-1%	-13%
COC(=O)CCCCCCCCC(O)C[N+]1(C)CCOCC1 (configuration not stated)	-13%	0%	1.4	2	5%	2%	-1%	i	4%
Cc1ccc(C(=O)NCC(C)(C)O)cc1	2%	-1%	-0.9	-2	4%	4%	-5%	-11%[57.5 µM]	-5%
CCc1ccccc1NC(=O)CNCC(=O)Nc1ccccc1CC	-6%	6%	0.4	-1	2%	-14%	-1%	i	-1%
CCOc1ccc(C(=O)N2CCN(c3cccc(C)c3C)CC2)cc1	?	1%	0.2	.	14%	-11%	-7%	-17%	-3%
Cc1nc2nc(-c3ccccc3)[nH]n2c(=O)c1C	0%	0%	-2.1	.	7%	3%	19%	-15%	-9%
O=[N+]([O-])c1ccc(COc2ccc(CN3CCCCC3)cc2)cc1	?	-2%	-0.6	0	-2%	?	-24%	-2%	-12%
CCN(CC1CCCN(CCc2cccc(OC)c2)C1)C(=O)c1ccc(COC)o1 (configuration not stated)	-5%	-3%	-0.4	4	0%	-15%	1%	i	-1%
CCNC(=O)C1CC(=O)N(Cc2ccc3c(c2)OCO3)C(=Nc2ccc(F)cc2)S1 (configuration not stated)	-3%	1%	-0.7	.	3%	8%	9%	?	0%
O=C(Nc1c2c(nn1-c1ccc(F)cc1)CS(=O)(=O)C2)C12CC3CC(CC(C3)C1)C2	2%	0%	1.1	-1	-9%	8%	-15%	i	1%
COCCn1c(SCc2cc(C(C)=O)ccc2OC)nc2cc(Cl)ccc2c1=O	14%	0%	4.3	13	10%	1%	-7%[1.53 µM]	i	-3%
Cn1c(=O)[nH]c(=O)c2c1nc(N1CCNCC1)n2Cc1ccccc1	6%	-6%	-1.0	-4	1%	1%	5%	i	-3%
COC(=O)C1=C(C)N(Cc2ccccc2)C(=NCCCOC(C)C)N[C@H]1c1ccccc1	-31%	-3%	-4.2	0	2%	-2%	-15%	-25%	-5%
Cc1ccccc1N(CC(=O)Nc1ccc(F)cc1)S(C)(=O)=O	-17%	-8%	0.4	0	14%	0%	-15%	i	0%

These rows are one share of the data (hit frequency here may not be typical).
